APOBEC3A inh: blocks human APOBEC3A ssDNA deamination | P31941 | recombinant A3A, FAM/TAMRA ssDNA deamination fluorescence | inhibition, % at 20 µM | 330,000 tested, 0.41% active | AID 493011;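 active = at least 40% inhibition at 20 µM here, with at most 30% in a related deaminase screen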;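 also: plate controls were A3A with DMSO for no effect and wells lacking A3A enzyme for full effect; some results filed as inactive read as strong as hits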
APOBEC3G inh: blocks human APOBEC3G single-stranded DNA deamination. inhibition, % at 20 µM. Q9HC16. 330,000 tested, 0.28% active. AID 493012. recombinant A3G, ssDNA deamination FAM/TAMRA fluorescence;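 active = inhibition of at least 40% at 20 µM, with no more than 30% in the related APOBEC3A deaminase screen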;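 also: plate controls were DMSO wells with A3G for no effect and wells lacking A3G enzyme for full effect; some compounds called inactive have numbers as strong as hits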
Target sequence (Q9HC16 whole entry, looked up): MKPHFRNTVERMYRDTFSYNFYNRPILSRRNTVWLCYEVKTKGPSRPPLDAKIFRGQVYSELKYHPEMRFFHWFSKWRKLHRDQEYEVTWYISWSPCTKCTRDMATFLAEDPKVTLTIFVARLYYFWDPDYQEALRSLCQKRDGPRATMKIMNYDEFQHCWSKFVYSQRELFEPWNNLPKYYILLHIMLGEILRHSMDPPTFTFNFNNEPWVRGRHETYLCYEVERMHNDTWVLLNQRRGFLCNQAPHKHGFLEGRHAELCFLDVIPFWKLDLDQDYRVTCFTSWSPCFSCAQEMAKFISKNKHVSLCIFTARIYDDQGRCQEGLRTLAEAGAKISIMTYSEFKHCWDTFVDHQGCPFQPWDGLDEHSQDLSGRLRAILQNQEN
mIAP activ: mouse IAP activation; muIAP, CDP-Star luminescence, 30 min; active compounds read high; 1 = vehicle-only enzyme signal, 0 = enzyme-free wells; activation factor at 10 µM; 330,000 tested, 0.24% active;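 active = activation factor of at least 2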; also: the source names both 10 and 20 µM as test concentration; values of inactives mirror those of a sister screen read the other way
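Assay system: mouse IAP enzyme / Compound: DMSO-dissolved test compounds / Timing: 30 min, room temperature / Measured by: luminescence from enzymatic CDP-Star hydrolysis / Control set: DMSO-only wells, enzyme-free buffer wells as negative control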
beta cell repl: MIN6 beta-cell proliferation induction; MIN6 cells proliferation, ATPlite luminescence, 48 h; cells starved in 0.2% serum; 100% = growth in 10% serum; 330,000 tested, 0.29% active; AID 2380; proliferation, % at 10 µM;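 active = compounds whose signal lies at least 3.5 SD above the mean of all wells on their plate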;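 also: 0% = DMSO-treated cells in low-serum medium and 100% = 10% serum control; some compounds called inactive have numbers as strong as hits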
mIAP block: mouse IAP inhibition | 330,000 tested, 0.2% active | purified mouse IAP, CDP-Star luminescence, 30 min | inhibition, % at 10 µM;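 active = inhibition of at least 40% at 10 µM in the primary screen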;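 also: plate controls were DMSO with enzyme for no effect and no enzyme wells for full effect; values of inactives mirror those of a sister screen read the other way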
GRIN3A LBD mod: NR3A (human) ligand-binding domain modulation; 340,000 tested, 2.5% active; NR3A LBD differential scanning fluorimetry, Tm shift; 0% = protein alone, 100% = glycine-bound protein; AID 1259313; Tm shift relative to glycine control, % at 25 µM;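 active = melting temperature shift of at least 10% of the positive control shift, at one fixed dose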
hIAP act: increases human intestinal alkaline phosphatase activity; P09923; purified human IAP, CDP-Star luminescence, 30 min; active compounds read high; 1 = vehicle-only enzyme, 0 = enzyme-free background; activation factor at 10 µM; 330,000 tested, 0.16% active; AID 2524;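 active = activation factor of the enzyme at least 2-fold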; also: the source names both 10 and 20 µM as test concentration; values of inactives mirror those of a sister screen read the other way
Target sequence (P09923 whole entry, looked up): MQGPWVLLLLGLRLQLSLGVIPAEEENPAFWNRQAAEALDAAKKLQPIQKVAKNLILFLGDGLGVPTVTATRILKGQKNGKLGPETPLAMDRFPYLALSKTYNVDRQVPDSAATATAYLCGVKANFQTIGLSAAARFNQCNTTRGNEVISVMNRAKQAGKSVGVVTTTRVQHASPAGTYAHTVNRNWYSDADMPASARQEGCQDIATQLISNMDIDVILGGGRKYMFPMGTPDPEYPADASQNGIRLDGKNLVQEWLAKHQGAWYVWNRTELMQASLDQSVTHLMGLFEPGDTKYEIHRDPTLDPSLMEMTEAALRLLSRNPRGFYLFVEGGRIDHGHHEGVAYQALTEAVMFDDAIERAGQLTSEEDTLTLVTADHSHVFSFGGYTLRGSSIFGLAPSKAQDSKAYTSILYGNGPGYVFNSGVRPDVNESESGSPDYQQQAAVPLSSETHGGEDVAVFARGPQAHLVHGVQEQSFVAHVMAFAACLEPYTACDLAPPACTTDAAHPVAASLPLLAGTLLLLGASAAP
MPTP inh: permeability transition pore inhibition | isolated mouse mitochondria, Ca2+ swelling absorbance, 30 min | inhibition, % at 10 µM | 360,000 tested, 1.4% active | AID 602449;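 active = inhibition of 50% or more, scaled per plate between neutral and stimulator controls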;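 also: 0% = DMSO wells given calcium and 100% = 1 mM EGTA wells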
hIAP inh: blocks human intestinal alkaline phosphatase. AID 2544. P09923. inhibition, % at 10 µM. 330,000 tested, 0.12% active. purified IAP, CDP-Star luminescence, 30 min;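 active = inhibition reaching a set limit with compound at 10 µM in the primary screen, cut at about 35% in these data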;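 also: plate controls were DMSO wells with enzyme for no effect and no-enzyme buffer wells for full effect; values of inactives mirror those of a sister screen read the other way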
* hit, by the source's call. Outcome played no part in choosing rows; about 5% have a hit in one of these screens.

For O=C(Nc1ccccc1)C1Cc2ccccc2CN1C(=O)c1ccco1 (centres undefined) the results were APOBEC3A inh -2, APOBEC3G inh -6, mIAP activ 1, beta cell repl -4, mIAP block -3, GRIN3A LBD mod 0, hIAP act 0.95, MPTP inh 1.2 and hIAP inh 5.
For Cc1cc(Cl)ccc1OCC(=O)N1C(C)CCCC1C (centres undefined) the results were APOBEC3A inh 2, APOBEC3G inh 0, mIAP activ 0.95, beta cell repl 3, mIAP block 5, GRIN3A LBD mod 0, hIAP act 1.1, MPTP inh -0.9 and hIAP inh -9.
Screening Cc1cc(C(=O)N2CCN(S(=O)(=O)c3ccc(C)c(C)c3)CC2)no1 returned APOBEC3A inh 1, APOBEC3G inh -10, mIAP activ 1, beta cell repl 0, mIAP block 0, GRIN3A LBD mod 53*, hIAP act 1.1, MPTP inh 0.3 and hIAP inh -13.
`CCOc1ccc(OCc2ccc(C(=O)N(CC)CC)cc2)cc1` gave APOBEC3A inh 2, APOBEC3G inh -4, mIAP activ 0.98, beta cell repl -2, mIAP block 2, GRIN3A LBD mod -1, hIAP act 0.85, MPTP inh 14 and hIAP inh 15.
`CC(C)Oc1ccc(S(=O)(=O)N2CCOCC2)cc1NC(=O)Cc1c(F)cccc1Cl` gave APOBEC3A inh -1, APOBEC3G inh -9, mIAP activ 1.2, beta cell repl -1, mIAP block -19, GRIN3A LBD mod 2, hIAP act 0.92, MPTP inh 0.1 and hIAP inh 8.
Screening N#CC1=C(SCC(=O)NC23CC4CC(CC(C4)C2)C3)NC(=O)C(C#N)C12CCCCC2 (centres undefined) returned APOBEC3A inh -1, APOBEC3G inh -4, mIAP activ 0.91, beta cell repl -5, mIAP block 9, GRIN3A LBD mod 12*, hIAP act 0.92, MPTP inh 80* and hIAP inh 8.
`CC(C)C[C@@]12C(=O)N(c3cccc(Cl)c3)C(=O)N1[C@H](c1ccc(F)cc1)[C@@H]1C(=O)N(C3CCCCC3)C(=O)[C@@H]12` gave APOBEC3A inh -3, APOBEC3G inh -7, mIAP activ 0.95, beta cell repl -3, mIAP block 5, GRIN3A LBD mod -6, hIAP act 0.74, MPTP inh -0.6 and hIAP inh 26.
Screening O=C(COC(=O)C1CCN(c2ccc(C(F)(F)F)cn2)CC1)NCc1ccccc1 returned APOBEC3A inh 0, APOBEC3G inh -1, mIAP activ 1.1, beta cell repl -7, mIAP block -8, GRIN3A LBD mod 1, hIAP act 0.89, MPTP inh -2.1 and hIAP inh 11.
Cn1cc(-c2nc3ccccc3[nH]2)c2ccccc21 was read as APOBEC3A inh -1, APOBEC3G inh -5, mIAP activ 1.2, beta cell repl -1, mIAP block -24, GRIN3A LBD mod 6, hIAP act 0.95, MPTP inh 0.3 and hIAP inh 5.
Screening CCc1nc(N)c(C#N)c(-c2ccc(F)cc2)c1C returned APOBEC3A inh -2, APOBEC3G inh -5, mIAP activ 0.95, beta cell repl 4, mIAP block 5, GRIN3A LBD mod -1, hIAP act 0.97, MPTP inh -0.2 and hIAP inh 3.
Screening Cc1cccc(Nc2nnc(SCC(=O)c3c(N)n(C4CC4)c(=O)[nH]c3=O)s2)c1 returned APOBEC3A inh -2, APOBEC3G inh -9, mIAP activ 1.1, beta cell repl -6, mIAP block -14, GRIN3A LBD mod -2, hIAP act 1.4, MPTP inh 1.8 and hIAP inh -43.
Screening O=C(Cc1ccccc1F)NCC(=O)Nc1ccccc1Br returned APOBEC3A inh -4, APOBEC3G inh -3, mIAP activ 1.1, beta cell repl -1, mIAP block -9, GRIN3A LBD mod -1, hIAP act 1.1, MPTP inh 1.4 and hIAP inh -5.
`Cc1cc2cc(CNC(=O)c3ccc4c(c3)OCO4)ccc2n1C` gave APOBEC3A inh 4, APOBEC3G inh 1, mIAP activ 0.74, beta cell repl -3, mIAP block 26, GRIN3A LBD mod 2, hIAP act 0.91, MPTP inh 2.7 and hIAP inh 10.
O=C(c1ccccc1)c1cnc(-c2ccccc2)s1 was read as APOBEC3A inh 2, APOBEC3G inh 11, mIAP activ 0.91, beta cell repl -4, mIAP block 9, GRIN3A LBD mod 4, hIAP act 1.1, MPTP inh 0.4 and hIAP inh -7.
Screening CC(C)Cn1c(N)c(C(=O)COC(=O)C2CC(=O)N(Cc3ccccc3Cl)C2)c(=O)n(C)c1=O (centres undefined) returned APOBEC3A inh -3, APOBEC3G inh -9, mIAP activ 1, beta cell repl -2, mIAP block -2, GRIN3A LBD mod -1, hIAP act 1, MPTP inh 2.2 and hIAP inh -3.
For CCOC(=O)c1ccc(S(=O)(=O)N2CCN(C(=O)C3CSC4(C)CCC(=O)N34)CC2)cc1 (centres undefined) the results were APOBEC3A inh -1, APOBEC3G inh -7, mIAP activ 1.1, beta cell repl 2, mIAP block -14, GRIN3A LBD mod 0, hIAP act 0.96, MPTP inh -1.1 and hIAP inh 4.
For COCCN1C(=O)N[C@@H](c2cccc(F)c2)C(C(C)=O)=C1C the results were APOBEC3A inh -2, APOBEC3G inh -4, mIAP activ 1, beta cell repl 2, mIAP block -1, GRIN3A LBD mod -3, hIAP act 0.83, MPTP inh -0.5 and hIAP inh 17.
Screening CCNc1nc(Oc2ccc(=O)n(C)n2)nc(N2CCOCC2)n1 returned APOBEC3A inh -7, APOBEC3G inh -3, mIAP activ 1, beta cell repl 0, mIAP block -1, GRIN3A LBD mod 1, hIAP act 1, MPTP inh 1.1 and hIAP inh -1.
CCC(CC)C(=O)Nc1nnc(SCC(=O)N2CCN(c3ccccc3OC)CC2)s1 was read as APOBEC3A inh -2, APOBEC3G inh -3, mIAP activ 0.96, beta cell repl 0, mIAP block 4, GRIN3A LBD mod 2, hIAP act 0.88, MPTP inh 1.6 and hIAP inh 12.
COc1ccccc1NC(=O)Nc1ccc(Br)cn1 was read as APOBEC3A inh -1, APOBEC3G inh -8, mIAP activ 0.94, beta cell repl -2, mIAP block 6, GRIN3A LBD mod 0, hIAP act 1.1, MPTP inh 2.5 and hIAP inh -11.
`CCOc1ccccc1Nc1nc(-c2sc(NC(=O)c3ccc([N+](=O)[O-])cc3)nc2C)cs1` gave APOBEC3A inh 3, APOBEC3G inh -6, mIAP activ 0.79, beta cell repl -1, mIAP block 21, hIAP act 0.97 and hIAP inh 3.
Screening O=C(CNC(=O)c1ccco1)Nc1ccc(F)c(Cl)c1 returned APOBEC3A inh -9, APOBEC3G inh -8, mIAP activ 1, beta cell repl -3, mIAP block -5, GRIN3A LBD mod -1, hIAP act 1.1, MPTP inh -1.1 and hIAP inh -9.
For Cn1nc(C(F)(F)F)c(C(=O)Nc2ccc(C(F)(F)F)cc2)c1Cl the results were APOBEC3A inh -1, APOBEC3G inh -2, mIAP activ 0.94, beta cell repl -2, mIAP block 6, GRIN3A LBD mod -10, hIAP act 1.1, MPTP inh 7.4 and hIAP inh -9.
For O=C(NCCCCNC(=O)c1ccccc1Br)c1ccccc1Br the results were APOBEC3A inh -1, APOBEC3G inh 0, mIAP activ 1.1, beta cell repl -2, mIAP block -6, GRIN3A LBD mod 5, hIAP act 0.86, MPTP inh -1.0 and hIAP inh 14.
For O=C(CCCSc1nc(-c2ccco2)cc(C(F)(F)F)n1)NCc1cccs1 the results were APOBEC3A inh -6, APOBEC3G inh -10, mIAP activ 0.95, beta cell repl -3, mIAP block 5, GRIN3A LBD mod -11, hIAP act 0.63, MPTP inh -1.5 and hIAP inh 37*.
For CCC(=O)Nc1ccc(-c2nc(-c3ccccc3)n(CC(=O)N3CCCCC3)n2)cc1 the results were APOBEC3A inh -13, APOBEC3G inh -4, mIAP activ 1, beta cell repl -2, mIAP block -1, GRIN3A LBD mod 0, hIAP act 1.1, MPTP inh -0.5 and hIAP inh -13.
`O=C(NCc1ccncc1)C(=O)N/N=C/c1cccnc1` gave APOBEC3A inh 3, APOBEC3G inh -1, mIAP activ 0.8, beta cell repl 3, mIAP block 20, GRIN3A LBD mod 1, hIAP act 1.1, MPTP inh -1.9 and hIAP inh -12.
Screening Cc1nn(Cc2ccccc2)c(C)c1C(=O)NCC(c1cccs1)N1CCOCC1 (centres undefined) returned APOBEC3A inh 0, APOBEC3G inh -8, mIAP activ 0.93, beta cell repl 2, mIAP block 7, GRIN3A LBD mod 0, hIAP act 0.92, MPTP inh -1.4 and hIAP inh 8.
Screening COc1cc(C(=O)Nc2cccc(-n3cnnn3)c2)cc(OC)c1OC returned APOBEC3A inh 2, APOBEC3G inh 2, mIAP activ 1, beta cell repl -2, mIAP block -2, GRIN3A LBD mod 3, hIAP act 1, MPTP inh 0.9 and hIAP inh -5.
`Cc1cc(=O)[nH]c(-c2ccccc2OC(F)(F)F)n1` gave APOBEC3A inh -1, APOBEC3G inh -5, mIAP activ 1, beta cell repl 0, mIAP block 0, GRIN3A LBD mod 0, hIAP act 0.89, MPTP inh 3.2 and hIAP inh 11.

The final 3 records of the section before come first, to join the parts:
Screening Cc1nn(Cc2ccccc2)c(C)c1C(=O)NCC(c1cccs1)N1CCOCC1 (centres undefined) returned APOBEC3A inh 0, APOBEC3G inh -8, mIAP activ 0.93, beta cell repl 2, mIAP block 7, GRIN3A LBD mod 0, hIAP act 0.92, MPTP inh -1.4 and hIAP inh 8.
Screening COc1cc(C(=O)Nc2cccc(-n3cnnn3)c2)cc(OC)c1OC returned APOBEC3A inh 2, APOBEC3G inh 2, mIAP activ 1, beta cell repl -2, mIAP block -2, GRIN3A LBD mod 3, hIAP act 1, MPTP inh 0.9 and hIAP inh -5.
`Cc1cc(=O)[nH]c(-c2ccccc2OC(F)(F)F)n1` gave APOBEC3A inh -1, APOBEC3G inh -5, mIAP activ 1, beta cell repl 0, mIAP block 0, GRIN3A LBD mod 0, hIAP act 0.89, MPTP inh 3.2 and hIAP inh 11.
`Cc1cc(-c2nnco2)c(C)n1-c1ccccc1` gave APOBEC3A inh -2, APOBEC3G inh -4, mIAP activ 1.1, beta cell repl -3, mIAP block -12, GRIN3A LBD mod -2, hIAP act 0.99, MPTP inh -0.2 and hIAP inh 1.
For CCOCCCNC(=O)C(NC(=O)CNC(=O)c1ccccc1)c1ccc(OC)cc1 (centres undefined) the results were APOBEC3A inh -5, APOBEC3G inh -9, mIAP activ 0.99, beta cell repl 2, mIAP block 1, GRIN3A LBD mod -1, hIAP act 0.99, MPTP inh 0.2 and hIAP inh 1.
For CCCCn1c(SCC(=O)Nc2cccc(OC)c2)nc2ccc(N3CCOCC3)cc2c1=O the results were APOBEC3A inh 7, APOBEC3G inh 6, mIAP activ 0.91, beta cell repl -2, mIAP block 9, GRIN3A LBD mod -2, hIAP act 0.89, MPTP inh 2.2 and hIAP inh 11.
For O=C(CN(C(=O)CCC(=O)Nc1nccs1)c1ccc(F)cc1)NCCc1ccccc1 the results were APOBEC3A inh -1, APOBEC3G inh 1, mIAP activ 0.98, beta cell repl -1, mIAP block 2, GRIN3A LBD mod -1, hIAP act 1.1, MPTP inh -0.3 and hIAP inh -6.
For O=C(CSc1nnc(CCCO)n1-c1ccccc1)Nc1nccs1 the results were APOBEC3A inh 0, APOBEC3G inh -4, mIAP activ 0.93, beta cell repl -2, mIAP block 7, GRIN3A LBD mod 0, hIAP act 0.91, MPTP inh -0.9 and hIAP inh 9.
Screening COc1ccc(/C(C)=N/NC(=O)c2ccncc2)cc1[N+](=O)[O-] returned APOBEC3A inh -9, APOBEC3G inh -5, mIAP activ 0.85, beta cell repl 3, mIAP block 15, GRIN3A LBD mod 2, hIAP act 0.85, MPTP inh -0.7 and hIAP inh 15.

Assay outcomes as filed in PubChem BioAssay.
